High-throughput results (PubChem BioAssay)
PostGolgi ctrl – growth inhibition of yeast control strain, primary screen, counter-screen for post-Golgi transport modulator project; AID 738, 2007; efflux-deficient yeast background strain, growth absorbance A615, 16 h; inhibition, % at 10 µM; 98,000 tested, 5% active
PostGolgi yeast – phenotypic screen on post-Golgi transport, primary screen; post-Golgi transport phenotypic cell assay; inhibition, % at 10 µM; 98,000 tested, 0.9% active; AID 739, 2007;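 also: yeast cells grown in 1536-well plates; yeast grown about 18 h at 30C before absorbance read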
S1P2 agonist – S1P2 receptor agonists, primary screen, cell-based | 97,000 tested, 0.46% active | S1P2-expressing cell line, agonist reporter read-out | activation, % at 4.5 µM | AID 729, 2007 | Sphingosine 1-phosphate receptor 2 (Homo sapiens), O95136; in the data active = activation above about 16%;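 also: 0% = vehicle low control and 100% = maximal reference agonist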
S1P2 antag – human S1P2 receptor antagonists, primary screen, cell-based. Sphingosine 1-phosphate receptor 2 (Homo sapiens), O95136. cell-based S1P2 antagonist assay, inhibition at 5 uM. inhibition, % at 5 µM. 97,000 tested, 0.21% active. AID 736, 2007; in the data active = inhibition above about 45%;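 also: CRE beta-lactamase reporter cells expressing human S1P2 stimulated with S1P; 0% = agonist at EC80 alone and 100% = agonist plus reference antagonist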
Mac1 fbg inh – inhibitors of CD11b/CD18 adhesion to fibrinogen, primary screen, K562 cells, luminescence; Integrin beta-2 (Homo sapiens) + Integrin alpha-M (Homo sapiens), P05107+P11215; ATPlite luminescence; Mn2+ added to activate the integrin; inhibition, % at 10 µM; 93,000 tested, 0.54% active; AID 1497, 2009;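 active = primary inhibition of 50% or more at 10 µM, then 40% or more on retest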; also: some results filed as inactive read as strong as hits
sEH act – soluble epoxide hydrolase activators, primary screen, biochemical, human sEH | Bifunctional epoxide hydrolase 2 (Homo sapiens), P34913 | purified human sEH enzymatic activity, activator screen | activation, % at 2 µM | 91,000 tested, 0.04% active | AID 717, 2007; in the data active = activation above about 37%; also: values of inactives mirror those of a sister screen read the other way
Target sequence (P34913 whole entry, looked up): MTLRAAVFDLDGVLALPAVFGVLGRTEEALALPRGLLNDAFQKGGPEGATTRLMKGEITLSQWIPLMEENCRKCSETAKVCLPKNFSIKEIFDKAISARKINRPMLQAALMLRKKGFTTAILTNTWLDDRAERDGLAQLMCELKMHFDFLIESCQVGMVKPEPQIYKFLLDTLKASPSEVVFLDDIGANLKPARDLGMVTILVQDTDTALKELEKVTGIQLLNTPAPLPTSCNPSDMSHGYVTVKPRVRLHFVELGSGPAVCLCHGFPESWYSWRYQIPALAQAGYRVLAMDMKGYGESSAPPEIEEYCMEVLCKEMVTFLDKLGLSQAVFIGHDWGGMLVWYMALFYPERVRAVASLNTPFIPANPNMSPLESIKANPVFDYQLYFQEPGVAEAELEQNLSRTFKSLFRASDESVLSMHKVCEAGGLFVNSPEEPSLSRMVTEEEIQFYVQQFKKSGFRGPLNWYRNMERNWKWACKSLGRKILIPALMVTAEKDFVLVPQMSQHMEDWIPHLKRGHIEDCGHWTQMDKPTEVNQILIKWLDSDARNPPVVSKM
sEH inh – soluble epoxide hydrolase inhibitors, primary screen, biochemical, human sEH. recombinant human sEH enzymatic activity assay. inhibition, % at 2 µM. 91,000 tested, 0.34% active; in the data active = inhibition above about 80%; also: values of inactives mirror those of a sister screen read the other way; many of its hits are not listed in these tables
E coli WT exp – growth inhibitors of wild-type E. coli, primary screen, strain BW25113, expanded library, OD600. 98,000 tested, 0.15% active. OD600 absorbance. growth inhibition, % at 100 µM;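 active = growth inhibition above about 50% at one test dose, limit read from the data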;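 also: growth measured after 20 h incubation at 37 °C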
PLAP activator – PLAP enzyme activators, biochemical, luminescence, HTS. 96,000 tested, 1.2% active. Alkaline phosphatase, placental type (Homo sapiens), P05187. purified PLAP enzyme, luminescent substrate read-out; hits give high values. activation fold at 20 µM; in the data active = activation fold above about 2
Target sequence (P05187 whole entry, looked up): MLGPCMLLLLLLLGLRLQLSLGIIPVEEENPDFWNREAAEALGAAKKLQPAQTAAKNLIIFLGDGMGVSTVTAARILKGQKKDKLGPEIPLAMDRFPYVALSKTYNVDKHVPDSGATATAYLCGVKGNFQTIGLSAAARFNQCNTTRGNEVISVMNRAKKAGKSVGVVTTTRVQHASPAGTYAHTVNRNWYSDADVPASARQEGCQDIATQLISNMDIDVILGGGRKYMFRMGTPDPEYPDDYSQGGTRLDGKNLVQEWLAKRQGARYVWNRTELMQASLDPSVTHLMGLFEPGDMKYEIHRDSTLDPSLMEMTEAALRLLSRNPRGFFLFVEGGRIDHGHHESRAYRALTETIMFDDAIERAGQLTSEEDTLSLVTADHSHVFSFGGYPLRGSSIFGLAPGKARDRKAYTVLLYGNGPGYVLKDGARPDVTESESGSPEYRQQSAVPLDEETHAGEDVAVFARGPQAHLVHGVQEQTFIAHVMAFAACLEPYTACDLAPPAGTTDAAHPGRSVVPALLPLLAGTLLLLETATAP
An asterisk follows results filed as active; . = no result given. Rule as the data show it, unless noted: active = inhibition above about 30%; inactive = the rest. Hits appear at their usual frequency. Share with any hit: about 7.1%.

SMILES	PostGolgi ctrl	PostGolgi yeast	S1P2 agonist	S1P2 antag	Mac1 fbg inh	sEH act	sEH inh	E coli WT exp	PLAP activator
CC12c3ccccc3C(c3ccccc31)C1C(=O)N(Cc3cccnc3)C(=O)C12 (stereo not drawn)	5	3	-6	15	-3	-10	11	-1	1
Cc1nc(CC(=O)Nc2nc(-c3ccccc3)cs2)cs1	4	-1	-4	0	-8	6	-7	-2	0.9
O=C(CCCSc1nnc(-c2cccs2)n1CC1CCCO1)c1ccccc1 (stereo not drawn)	3	16	-4	3	2	1	1	-3	1.7
CN(c1nc2ccccc2n2c(-c3ccco3)nnc12)S(=O)(=O)c1ccccc1	6	-1	-2	2	-2	-4	5	-12	1
Cc1cc(C)n(C(=O)CNc2cccc(Cl)c2C)n1	5	10	3	-5	2	2	-2	-3	0.9
CC(=O)c1cc(C#N)c(Oc2ccc(F)cc2)nc1C	12	4	-11	7	.	7	-8	-5	0.9
COc1ccc(S(=O)(=O)N2CCN(C(=O)COc3ccc4c(C)cc(=O)oc4c3)CC2)cc1	30*	5	-3	-8	-1	-9	12	-8	1.3
O=C(c1ccc(Br)o1)N1CCCc2ccccc21	.	.	3	-36	.	4	-4	.	.
Cc1nn(-c2ccccc2)c2c1C(=O)NC(=O)C(C)(C)C2	4	-3	-12	0	-10	9	-8	4	1
CCOC(=O)c1cccc(NC(=O)C2CCCO2)c1 (stereo not drawn)	16	0	1	-17	-18	9	-10	8	0.8
Cc1nnc(N2CCN(C)CC2)c2nn(-c3ccc(Cl)cc3)c(C)c12	.	.	-4	-12	.	-14	13	.	.
CC(NC(=O)OCc1ccccc1)C(=O)OCN1C(=O)c2ccccc2C1=O (stereo not drawn)	0	4	-2	-2	-15	23	-23	-8	1
CN(C)c1ccc(C(=O)C(O)c2ccccc2)cc1 (stereo not drawn)	.	.	0	11	.	-10	9	.	.
O=C1NCC(O)=C1C=NCCCO	16	-5	.	.	-22	.	.	5	0.9
Cc1cccc(N2CCN(C(=O)C3CCN(S(=O)(=O)c4cccnc4)CC3)CC2)c1C	1	-13	-11	11	10	4	0	1	1.4
Cc1c(NC(=O)c2ccc(COc3ccc4ccccc4c3)o2)c(=O)n(-c2ccccc2)n1C	.	.	-6	-13	16	7	-7	.	1.6
O=c1cc(NCc2ccco2)c2ccccc2o1	12	-12	-4	-9	-7	0	-2	16	0.9
Cn1c(SCc2ccc(F)cc2)nnc1-c1ccccn1	4	-5	-1	20	-1	-17	15	-2	0.8
CCCn1c(CCNC(=O)c2cccs2)nc2ccccc21	6	-1	-4	-14	.	-6	9	2	.
COc1cccc(C(C(=O)NC(C)(C)C)N(C(=O)CCC(=O)Nc2cc(C)on2)C(C)C)c1OC (stereo not drawn)	5	-7	.	.	-3	.	.	5	1.7
Cc1cc2oc(C(=O)Nc3c(C)n(C)n(-c4ccccc4)c3=O)c(C)c2cc1C	.	.	-4	-12	.	13	-9	.	.
CSc1nncc(/C(C)=N\Nc2cccc(C)c2)n1	0	5	-3	-2	14	-6	8	-10	1.2
Cc1cccc(N2CCN(C(=O)CSCc3c(C)noc3C)CC2)c1C	10	5	-4	37	99*	6	-7	8	1.4
CCCCCn1c(N2CCOCC2)nc2c1c(=O)n(CC(N)=O)c(=O)n2C	5	5	1	10	3	5	-7	1	1.2
O=C(NCCN1CCOCC1)c1cc(S(=O)(=O)NCCCN2CCCC2=O)ccc1Cl	2	0	-9	11	1	17	-19	6	1.4
CCCC(C)NC(=O)c1ccc(F)cc1 (stereo not drawn)	-1	-4	-2	-11	-32	-11	8	11	1.2
CCOC(=O)CCc1nc2ccccc2[nH]1	-3	5	-5	-10	-14	-10	7	9	0.7
Nc1ncnc2nc(SCC(=O)N3CCN(c4ccccc4)CC3)[nH]c12	15	-3	-8	-12	5	2	-2	4	1.9
COc1ccc(OC)c(C2CC(c3c(-c4ccccc4)c4cc(Cl)ccc4[nH]c3=O)=NN2S(C)(=O)=O)c1 (stereo not drawn)	5	-4	-2	6	16	0	1	-12	1.1
COc1cc(C(=O)Nc2nc(-c3cccs3)cs2)cc(OC)c1OC	48*	25	-1	14	-3	12	-13	0	0.8
COc1ccc(CCNC2CC(=O)N(CCc3ccccc3)C2=O)cc1 (stereo not drawn)	7	0	-3	-10	6	10	-12	4	1.9
O=C(CSc1nnc(CNC(=O)c2cccs2)o1)NCc1ccc(F)cc1	4	-1	-6	-4	4	-10	11	-1	0.8
CCc1ccccc1N(CC(=O)Nc1cccc(N(C)S(C)(=O)=O)c1)S(C)(=O)=O	3	0	-8	9	10	4	0	-6	1.3
Cc1ccc(N2C(=O)CC(n3ccnc3)C2=O)cc1C (stereo not drawn)	-5	-12	-3	0	5	11	-10	3	1.1
COC(=O)c1ccc(NS(=O)(=O)c2cc(C)ccc2OC)cc1	10	2	0	-16	-18	4	-1	-5	0.9
Cc1ccccc1C1CC(c2ccccc2)Nc2ncnn21 (stereo not drawn)	7	0	-4	-11	32	5	-6	8	1.1
Cc1ccc(C2N(C)c3ccccc3-c3nc4ccccc4n32)o1 (stereo not drawn)	24	2	-2	-26	23	1	0	-19	1.6
CC(NC(=O)c1cccs1)C(c1cccs1)N1CCN(c2ccccc2)CC1 (stereo not drawn)	.	.	-2	12	.	-18	18	.	.
N[C@@H](Cc1ccccc1)c1nnc2sc(SCc3ccccc3)nn12	10	-2	-1	-11	12	4	-6	4	0.9
CC(=O)c1c(C)[nH]c(C(=O)Nc2ccc3c(c2)OCCO3)c1C	14	3	-1	-7	10	-24	26	6	1.1

Results in PLAP activator and sEH act (2 entries from above):
mol | PLAP activator | sEH act
Cc1ccc(C2N(C)c3ccccc3-c3nc4ccccc4n32)o1 (stereo not drawn) | 1.6 | 1
CC(NC(=O)c1cccs1)C(c1cccs1)N1CCN(c2ccccc2)CC1 (stereo not drawn) | . | -18

(continued)
SMILES	PostGolgi ctrl	PostGolgi yeast	S1P2 agonist	S1P2 antag	Mac1 fbg inh	sEH act	sEH inh	E coli WT exp	PLAP activator
N#Cc1c(N)nc2c(c1-c1ccco1)CCCCC2	.	.	-10	-16	.	-5	5	.	.
CCNC(=O)C1CC(=O)N(Cc2ccc(F)cc2)C(=Nc2ccc(OC)cc2)S1 (stereo not drawn)	-2	1	0	-7	5	-5	7	-1	0.8
CC(=O)Nc1ccc(N/C=C/C(=O)C(C)(C)C)cc1	-10	-3	-5	-2	4	1	1	-1	1.2
Cc1nc(SCC(=O)NCCc2ccccc2)c2oc3ccccc3c2n1	-2	-19	-5	-34	.	-9	9	-2	0.9
COc1ccc(CCNC(=O)C2(C)CCC(=O)N2Cc2ccc3c(c2)OCO3)cc1OC (stereo not drawn)	4	10	-10	15	2	-2	1	4	1.2
CC1=NC(C)Cc2ccccc21 (stereo not drawn)	-8	-3	-6	7	3	4	-3	4	0.8
Cn1c(SC/C=C/c2ccccc2)nnc1-c1cnccn1	5	1	-1	-20	4	5	-2	6	0.9
Fc1ccc2c(Cl)c(-c3nnc(-c4cccs4)o3)sc2c1	-11	-4	.	.	41	.	.	-9	1.1
Cc1nnc(SCCn2c(N(C)Cc3ccccc3)nc3c2c(=O)[nH]c(=O)n3C)s1	12	13	-9	4	0	1	3	0	0.8
COc1ccc(Cn2nnnc2C(c2cccs2)N2CCN(c3ccc([N+](=O)[O-])cc3)CC2)cc1 (stereo not drawn)	17	3	-9	44	-14	-2	5	-15	1
O=C(c1cccs1)c1coc2ccc(O)cc12	18	-2	-4	-23	3	-9	6	6	1
Clc1cccc(Cl)c1CSc1nnc(CN2CCOCC2)n1-c1ccccc1	-1	-7	1	3	4	-6	8	6	1.7
Oc1[nH]c2ccccc2c1/C=N/N1CCCCC1	11	-6	-2	5	1	4	-1	-5	1
COc1ccc(OC)c(NC(=O)CC(Cc2ccccc2OC)C(=O)O)c1 (stereo not drawn)	9	-2	-6	13	9	-25	23	-2	1.1
COc1ccccc1N1CCN(C(=O)CSc2nc3ncnc(N)c3[nH]2)CC1	-5	2	-1	-1	-7	-16	15	-3	1.8
CC(C)c1ncc(C(O)c2cccc3ccccc23)n1C (stereo not drawn)	-4	19	-11	14	14	-1	2	9	1.2
COc1ccc(-n2cnnc2SCc2ncc(-c3ccccc3)o2)cc1	13	-3	-10	8	1	10	-11	-7	0.9
Cc1ccc(S(=O)(=O)N2CCN(C(=O)CN3CCOCC3)C2c2ccccc2)cc1 (stereo not drawn)	0	0	-1	8	2	-3	2	5	1.5
CSc1nncn1/N=C/c1cc(Cl)ccc1F	0	0	-13	7	2	-4	5	7	1.1
Cc1cccc(C(=O)NNC(=O)C2CCCO2)c1 (stereo not drawn)	3	12	-5	17	.	-7	9	-5	1.7

By substructure: those above with a cyano group (2)
SMILES	PostGolgi ctrl	PostGolgi yeast	S1P2 agonist	S1P2 antag	Mac1 fbg inh	sEH act	sEH inh	E coli WT exp	PLAP activator
CC(=O)c1cc(C#N)c(Oc2ccc(F)cc2)nc1C	12	4	-11	7	.	7	-8	-5	0.9
N#Cc1c(N)nc2c(c1-c1ccco1)CCCCC2	.	.	-10	-16	.	-5	5	.	.

4 of these compounds in a different format.
SMILES,PostGolgi ctrl,PostGolgi yeast,S1P2 agonist,S1P2 antag,Mac1 fbg inh,sEH act,sEH inh,E coli WT exp,PLAP activator
CN(c1nc2ccccc2n2c(-c3ccco3)nnc12)S(=O)(=O)c1ccccc1,6,-1,-2,2,-2,-4,5,-12,1
Cc1cc(C)n(C(=O)CNc2cccc(Cl)c2C)n1,5,10,3,-5,2,2,-2,-3,0.9
CC(=O)c1cc(C#N)c(Oc2ccc(F)cc2)nc1C,12,4,-11,7,.,7,-8,-5,0.9
COc1ccc(S(=O)(=O)N2CCN(C(=O)COc3ccc4c(C)cc(=O)oc4c3)CC2)cc1,30*,5,-3,-8,-1,-9,12,-8,1.3

Remaining list, next part
SMILES	PostGolgi ctrl	PostGolgi yeast	S1P2 agonist	S1P2 antag	Mac1 fbg inh	sEH act	sEH inh	E coli WT exp	PLAP activator
Cc1ccc2c(c1)C(C)(C)[C@]1(C)NC(=O)CCN21	5	2	-4	13	-1	-7	5	3	0.9
CCN1CCN(C(=O)C2=C(C(=O)O)CCCC2)CC1	3	1	-6	5	-2	5	-4	1	1
CC(C)(C)NC(=O)C(=O)N/N=C/c1cccs1	-4	-9	-7	21	.	-13	12	1	0.9
Cc1cc(C)n(-c2nc3ccccc3n3nnnc23)n1	34*	5	.	.	-17	.	.	-2	0.9
CN(Cc1ccccc1)Cc1nc2c(c(=O)n(C)c(=O)n2C)n1CCc1ccccc1	.	.	-4	-13	.	8	-7	.	.
O=C1CN(C(=O)c2cnccn2)c2ccccc2N1	9	1	-7	-1	-8	.	.	-2	1
C=CCc1ccc(OCCCCN2CC(C)OC(C)C2)c(OC)c1 (stereo not drawn)	43*	97*	-7	21	9	4	-6	8	2*
O=C(OCC(=O)N1CCN(c2ccccc2)CC1)c1ccco1	10	6	-11	-7	2	-6	9	-1	1
CCOP(=O)(c1ccc(N(C)C)cc1)C(O)c1ccc(Cl)cc1 (stereo not drawn)	6	19	-3	-4	21	7	-7	3	1.5
COc1cc2c(cc1OC)C(c1ccc3c(c1)OCO3)CC(=O)N2 (stereo not drawn)	8	2	-4	-18	-16	9	-9	6	0.8
COC(=O)c1ccc(Oc2cc(C)nc(SC)n2)cc1	10	-3	-1	-16	8	-3	3	-7	0.9
CC1Cc2nc(SCC(=O)Nc3ccc4c(c3)OCO4)n(Cc3ccccc3)c(=O)c2S1 (stereo not drawn)	29	-1	-4	-23	6	4	0	-12	1
CCOC1CS(=O)(=O)CC1OCC (stereo not drawn)	9	0	-3	12	.	-25	24	-1	1

Some of these compounds in order of their number in PostGolgi yeast, ascending:
Molecule	PostGolgi yeast
CC1Cc2nc(SCC(=O)Nc3ccc4c(c3)OCO4)n(Cc3ccccc3)c(=O)c2S1 (stereo not drawn)	-1
Cc1ccc2c(c1)C(C)(C)[C@]1(C)NC(=O)CCN21	2
CCOP(=O)(c1ccc(N(C)C)cc1)C(O)c1ccc(Cl)cc1 (stereo not drawn)	19
